Screens (PubChem)
NPYLR7 agonist: agonists of mosquito NPYLR7 receptor, primary screen, cell-based, Aedes aegypti, calcium fluorescence, mosquito biting behavior | HEK293T NPYLR7/Galpha15, GCaMP6s calcium fluorescence | activation, % at 10 µM | actives 0.15% (n = 270,000) | AID 1259423, 2018; in the data active means activation above about 40%;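 further: 0% = vehicle and 100% = reference agonist at the receptor; some compounds past the cut are filed as inactive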
mcGAS lum: cyclic GMP-AMP synthase inhibitors, mouse, primary biochemical chemiluminescence. Q8C6L5. inhibition, % at 12.5 µM. recombinant cGAS, Kinase-Glo ATP depletion luminescence. actives 0.15% (n = 160,000);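 further: 0% = negative control wells and 100% = reference inhibitor with no enzyme activity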
hcGAS lum: Primary biochemical luminescence assay for human cyclic GMP-AMP synthase inhibitors; Q8N884; AID 1259398, 2018; actives 0.081% (n = 290,000); inhibition, % at 12.5 µM; recombinant h-cGAS, ATP depletion, Kinase-Glo luminescence;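 further: 0% = vehicle reaction and 100% = reaction without DNA for no activity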
Target sequence (Q8N884 whole entry, looked up): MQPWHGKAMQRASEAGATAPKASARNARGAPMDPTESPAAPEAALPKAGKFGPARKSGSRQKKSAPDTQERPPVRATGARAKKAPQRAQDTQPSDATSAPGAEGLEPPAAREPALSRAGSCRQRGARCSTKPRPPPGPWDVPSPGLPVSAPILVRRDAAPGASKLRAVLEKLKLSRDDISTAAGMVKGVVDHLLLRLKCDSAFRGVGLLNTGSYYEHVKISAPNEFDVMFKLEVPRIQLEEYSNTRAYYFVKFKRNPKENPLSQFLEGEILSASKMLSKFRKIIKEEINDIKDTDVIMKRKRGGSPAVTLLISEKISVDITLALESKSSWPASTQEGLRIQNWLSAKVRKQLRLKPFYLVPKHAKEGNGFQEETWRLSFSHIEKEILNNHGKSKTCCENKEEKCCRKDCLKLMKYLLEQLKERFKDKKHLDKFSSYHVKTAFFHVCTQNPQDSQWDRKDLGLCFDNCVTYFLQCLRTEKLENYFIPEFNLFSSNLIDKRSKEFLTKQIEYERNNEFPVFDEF
Starred values were filed as active, the others as inactive; . = not tested or not shown. Unless noted, no stated cut-off is given here; in the data, active means inhibition above about 40%; inactive means the rest.

| item | Structure | NPYLR7 agonist | mcGAS lum | hcGAS lum |
| --- | --- | --- | --- | --- |
| 1 | COc1ccc(CNC(=O)CCC2CCCN(C(=O)c3c[nH]c4ccccc34)C2)c(OC)c1 (stereo not given) | 1.9 | -7.2 | 0.7 |
| 2 | COc1ccccc1-c1c(C)nn2c(-n3ccnc3)cc(C)nc12 | 1.1 | -8.9 | -8.7 |
| 3 | Cc1c(Cl)cccc1N=Cc1ccc(O)cc1O | 10.0 | . | -6.0 |
| 4 | CCOc1ccccc1N1CCN(C(=O)c2cc(-c3cccc(OC)c3)n(-c3ccccc3F)c2C)CC1 | . | -4.5 | -9.5 |
| 5 | CN1C(=O)CC2(C1=O)C(=O)N(CCc1cccs1)c1ccc(Cl)cc12 (stereo not given) | 7.2 | -2.4 | -4.6 |
| 6 | Cc1cc(N)[nH]c(=O)c1 | -0.5 | . | -6.5 |
| 7 | CSc1ccc(C(=O)CC(C)(C)C(=O)NCCOc2ccccc2)cc1 | -12.7 | -2.7 | -1.8 |
| 8 | COCc1cc(C(=O)Nc2n[nH]c(-c3ccc(Cl)cc3)n2)no1 | 5.2 | -13.0 | -8.3 |
| 9 | O=C(CCNC1CCC2(CCNCC2)CC1)Nc1ccc(F)cc1 | 6.2 | -17.3 | -2.0 |
| 10 | O=C1N2CN(C3CCCCC3)CN3C(=O)N4CN(C5CCCCC5)CN1C4C23 (stereo not given) | 3.5 | . | 0.0 |
| 11 | S=c1[nH]nc(SCc2c(Cl)cccc2Cl)s1 | 2.6 | 7.7 | -3.1 |
| 12 | O=C(C1CC1(Cl)Cl)N1CCN(Cc2ccc(-c3cccc(F)c3)s2)CC1 (stereo not given) | 0.1 | . | -12.8 |
| 13 | Cc1ccc(Nc2nc(N3CCOCC3)nc3nccnc23)cc1C | 3.8 | . | -6.4 |
| 14 | COc1cc(N(C(=O)CCl)C(=O)CCl)cc(OC)c1OC | 8.7 | . | -11.6 |
| 15 | O=C(c1ccc(Cl)c(Cl)c1)N(Cc1cccc(OS(=O)(=O)c2ccc(F)cc2)c1)Cc1ccco1 | -0.3 | -4.4 | -10.6 |
| 16 | Cc1cccc(C2=NOCC(=O)N2C/C=C/c2ccccc2)c1 | 8.3 | . | 0.9 |
| 17 | Cc1nnc(NC(=O)CSc2ccc(-c3ccccn3)nn2)s1 | -2.3 | -5.3 | -1.2 |
| 18 | COc1ccc(S(=O)(=O)N(Cc2csc(COc3ccc(Cl)cc3)n2)C2CC2)cc1 | 19.3 | -6.0 | -8.0 |
| 19 | COC(=O)c1ccc(-c2nc(CN3CCC[C@H]3C(=O)OC)c(C)o2)cc1 | 20.3 | . | -9.8 |
| 20 | C=CCOC(CN1CCN(C(=O)c2ccc(OC)c(F)c2)CC1)c1cccc(OC)c1 (stereo not given) | -4.3 | -6.7 | -6.4 |
| 21 | O=S(=O)(NC1CCN(S(=O)(=O)c2cccc(F)c2)CC1)c1ccccc1 | 0.0 | -7.7 | -5.8 |
| 22 | Cc1nn(C)c(C)c1C1CCCN1Cc1cn(-c2ccccc2)nn1 (stereo not given) | 6.8 | . | -8.3 |
| 23 | CCCc1cc(C(=O)N2CCc3onc(-c4cccc(F)c4)c3C2)ccn1 | 12.3 | . | -6.8 |
| 24 | Cn1cc(NC(=O)NCc2ccc(F)cc2)c2ccccc21 | 1.0 | -11.1 | -12.4 |
| 25 | N#Cc1cccc(CN2CCN3C(C(=O)Nc4ccc(-n5cccc5)cc4)=COC3=NC2=O)c1 | 1.1 | . | -4.6 |

Single records (already shown). Order of screens: NPYLR7 agonist	mcGAS lum	hcGAS lum
O=C(C1CC1(Cl)Cl)N1CCN(Cc2ccc(-c3cccc(F)c3)s2)CC1 (stereo not given) across the screens: 0.1	.	-12.8
O=C(c1ccc(Cl)c(Cl)c1)N(Cc1cccc(OS(=O)(=O)c2ccc(F)cc2)c1)Cc1ccco1 across the screens: -0.3	-4.4	-10.6

Structures above containing an aryl thioether with sulfur outside any ring (three):
| item | Structure | NPYLR7 agonist | mcGAS lum | hcGAS lum |
| --- | --- | --- | --- | --- |
| 7 | CSc1ccc(C(=O)CC(C)(C)C(=O)NCCOc2ccccc2)cc1 | -12.7 | -2.7 | -1.8 |
| 11 | S=c1[nH]nc(SCc2c(Cl)cccc2Cl)s1 | 2.6 | 7.7 | -3.1 |
| 17 | Cc1nnc(NC(=O)CSc2ccc(-c3ccccn3)nn2)s1 | -2.3 | -5.3 | -1.2 |

More structures
| item | Structure | NPYLR7 agonist | mcGAS lum | hcGAS lum |
| --- | --- | --- | --- | --- |
| 26 | COc1ccc(OC)c(C2CCN(C(=O)C3(N)CC3)C2)c1 (stereo not given) | -2.3 | . | -7.1 |
| 27 | CC(O)(CNC(=O)Nc1ccc(C(C)(C)C)cc1)CN1CCOCC1 (stereo not given) | 11.5 | . | -11.0 |
| 28 | Oc1ccc2ccncc2c1CN(Cc1ccccc1F)C1CC1 | 2.7 | . | -1.1 |
| 29 | COc1ccc(-c2cc(C(=O)O)n3nc(-c4ccc(Cl)cc4)cc3n2)cc1 | -6.2 | . | -5.4 |
| 30 | Cc1c(S(=O)(=O)CCNC(=O)NCc2ccccc2)c2ccccc2n1C | -0.1 | . | 2.8 |
| 31 | COc1ccc2c(CN(C)Cc3cccs3)cc(=O)oc2c1 | 0.4 | -5.7 | -6.6 |
| 32 | Cn1nc(CN2CCCn3cncc3C2)c2c(Cl)cccc21 | 3.1 | . | -0.2 |
| 33 | N=C1C(c2ccccc2)C(=O)CN1c1ccc(C(=O)O)cc1 (stereo not given) | -7.0 | . | -6.3 |
| 34 | Cc1ccsc1[C@@H]1CCN(C(=O)c2cccc(-c3ncc[nH]3)c2)C[C@H]1O | 4.3 | . | 1.1 |
| 35 | COc1cccc(/C=C2N=C(/C=C/c3cccc(Cl)c3Cl)OC\2=O)c1OC | -1.0 | . | -4.5 |
| 36 | CCC(C)(C)NC(=O)CN1c2ccccc2N(C)CCC1C (stereo not given) | 4.1 | . | -5.9 |
| 37 | CCOC(=O)CNC(=O)CSc1nc2c(c(=O)n1Cc1ccccc1)SCC2 | 1.9 | -7.1 | -5.9 |
| 38 | Cc1ccc(-c2csc3ncnc(SCCC(=O)O)c23)cc1 | 2.3 | -3.5 | -0.5 |
| 39 | Fc1ccc(CN2CCCn3cccc3C2c2ccccc2)cc1F (stereo not given) | -2.3 | -3.8 | -4.3 |
| 40 | CCOC(=O)Cn1c(C)cn2c3c(=O)n(C)c(=O)n(C)c3nc12 | -7.6 | . | 4.2 |
| 41 | N[C@@H]1CC[C@@H](NC(=O)c2cccc(-n3cnnc3)n2)C1 | -0.9 | -9.3 | -6.2 |
| 42 | O=C(NCCc1ccccn1)C1CC=CCC1C(=O)N1CCc2c([nH]c3ccccc23)C1 (stereo not given) | -11.2 | . | -5.4 |
| 43 | Fc1ccccc1C1c2cccn2CCCN1Cc1cccc(Cl)c1 (stereo not given) | -5.9 | -2.7 | -1.4 |
| 44 | CC(Oc1cccc(F)c1)C(=O)NCc1cccnc1 (stereo not given) | -0.9 | . | 2.6 |
| 45 | Cc1ccc2nc(C)c(NC(=O)c3ccccc3I)c(=O)n2c1 | 4.9 | . | -16.8 |
| 46 | O=c1nc(SCc2ccccc2Cl)c2c(n1Cc1ccncc1)CCC2 | 1.1 | -12.0 | -7.2 |
| 47 | CCCn1c(=O)c2c(nc3n(C(C)CC)c(C)c(C)n23)n(C)c1=O (stereo not given) | -3.7 | -6.7 | -4.5 |
| 48 | C=CCCC(O)CN(Cc1cc(OC)cc(OC)c1)C(C)C (stereo not given) | 4.6 | -6.4 | -6.7 |
| 49 | CCOC(=O)CC1CCCCN1Cc1nc(-c2cnccn2)no1 (stereo not given) | 9.2 | . | 1.0 |
| 50 | COC(=O)CN1CC(=O)NC(=O)C1 | 2.6 | . | -1.7 |

(listing goes on)
| item | Structure | NPYLR7 agonist | mcGAS lum | hcGAS lum |
| --- | --- | --- | --- | --- |
| 51 | CCOC(=O)CCCC(=O)N1CCN(CC(OCc2cccc(C)c2)c2ccc(Cl)cc2)CC1 (stereo not given) | -3.4 | -4.8 | -3.7 |
| 52 | O=C(Nc1ccc(N2CCC(Cc3ccccc3)CC2)c(C(=O)N2CCCC2)c1)c1ccc2c(c1)OCO2 | . | -5.8 | -11.1 |
| 53 | CSc1ncccc1C(=O)N1CCN(C(c2ccccc2)c2ccc(Cl)cc2)CC1 (stereo not given) | -5.4 | -2.9 | -2.0 |
| 54 | Cc1cc(C)n(C2CN(C(=O)CCc3c(C)nn(C)c3C)C2)n1 | 2.9 | . | -4.6 |
| 55 | CCN(CC)S(=O)(=O)c1ccc(OC)c(NC(=O)c2csc3c2CCCC3)c1 | 12.5 | . | -4.9 |
| 56 | CCc1ccc2nc(N3CCN(C(=O)C4CCCN4S(=O)(=O)c4cccs4)CC3)sc2c1 (stereo not given) | -5.4 | -0.4 | -1.9 |
| 57 | O=C(N/N=c1\oc2ccccc2cc1-c1nc2ccccc2[nH]1)c1ccc([N+](=O)[O-])cc1 | -4.6 | -6.9 | -2.5 |
| 58 | CCOc1ccc(-c2ccc3nnc(SCC(=O)N4CCCCC4)n3n2)cc1 | -19.4 | -0.3 | -2.4 |
| 59 | CC(C)(C)NC(=O)NCC1CN(c2ccc3c(c2)OCO3)C(=O)O1 (stereo not given) | 2.7 | . | 0.7 |
| 60 | CCc1nc2ccc(C(=O)NCCc3ccccn3)cn2c1N(CC)C(=O)CCC1CCCC1 | 6.0 | -2.4 | -5.0 |
| 61 | CCNC(=O)N(CCN1CCCCC1)CC(=O)N(Cc1ccc(F)cc1)Cc1ccc(C)s1 | -5.0 | -3.8 | -3.6 |
| 62 | CCOCCOC1CCCN(C(=O)CCc2ccccc2)C1 (stereo not given) | -7.2 | -5.2 | -7.1 |
| 63 | CCN(CC)C1=NC=CC(c2ccccc2)=CC1Cc1ccccc1 (stereo not given) | -0.3 | . | -2.9 |
| 64 | O=c1c(-c2ccc3c(c2)OCCO3)coc2cc(OC3OC(CO)C(O)C(O)C3O)ccc12 (stereo not given) | -3.4 | -2.4 | -2.3 |
| 65 | CN1C(=O)NC(c2ccc(C(F)(F)F)cc2)C2=C1CN(Cc1ccccc1)C2=O (stereo not given) | 1.9 | -3.4 | 0.1 |
| 66 | O=c1[nH]c(CSc2cccc[n+]2[O-])nc2ccccc12 | -1.0 | -5.4 | -3.2 |
| 67 | COc1ccc(C(=O)Nc2cc(-c3nc4ccccc4o3)ccc2Cl)cc1OC | -0.3 | -4.3 | -7.3 |
| 68 | COc1ccc(C(=O)N2C(C(=O)O)COC23CCN(C(=O)c2cccs2)CC3)cc1 (stereo not given) | 13.1 | -5.2 | -3.3 |
| 69 | COc1ccc(CN2C(=O)NC(C)(c3ccc(F)c(F)c3)C2=O)cc1F (stereo not given) | 0.2 | -7.6 | -7.0 |
| 70 | COc1ccc(CN(Cc2cccc(C(F)(F)F)c2)Cc2nc(C(=O)O)co2)c(OC)c1 | -2.8 | -1.8 | -0.3 |
| 71 | CCCC1OCC2(CO1)COC(CCC)OC2 (stereo not given) | 4.0 | . | -1.9 |
| 72 | CCCCN(C(C)=O)c1c(CC)nc2ccc(C(=O)Nc3ccc(OC)c(OC)c3)cn12 | 9.8 | -2.7 | -3.3 |
| 73 | CO/N=C(/C(=O)NCCc1ccc(C)cc1)c1csc(NC=O)n1 | 0.9 | -3.5 | -0.4 |
| 74 | COC(=O)c1cccc(CSc2nnc(-c3ccc(OC)cc3)n2-c2ccccc2C)c1 | . | -7.7 | -10.4 |
| 75 | CC(NS(=O)(=O)c1ccc(N)cc1)C1CC2CCC1C2 (stereo not given) | 2.7 | . | -6.1 |

An excerpt from above in order of SMILES length, ascending.
| item | Structure | NPYLR7 agonist | mcGAS lum | hcGAS lum |
| --- | --- | --- | --- | --- |
| 73 | CO/N=C(/C(=O)NCCc1ccc(C)cc1)c1csc(NC=O)n1 | 0.9 | -3.5 | -0.4 |
| 69 | COc1ccc(CN2C(=O)NC(C)(c3ccc(F)c(F)c3)C2=O)cc1F (stereo not given) | 0.2 | -7.6 | -7.0 |
| 51 | CCOC(=O)CCCC(=O)N1CCN(CC(OCc2cccc(C)c2)c2ccc(Cl)cc2)CC1 (stereo not given) | -3.4 | -4.8 | -3.7 |

(listing goes on)
| item | Structure | NPYLR7 agonist | mcGAS lum | hcGAS lum |
| --- | --- | --- | --- | --- |
| 76 | O=S1(=O)c2cccc3cccc(c23)N1CC1CN(Cc2ccccc2)CCO1 (stereo not given) | 4.1 | . | 3.5 |
| 77 | CC1CN(CCc2ccccc2)c2nc3c(c(=O)n(Cc4ccccc4F)c(=O)n3C)n2C1 (stereo not given) | 0.6 | -7.1 | -2.1 |
| 78 | COCc1nc(N2CCc3cc(OC)c(OC)cc3C2C)c2cnn(C)c2n1 (stereo not given) | 6.3 | . | -7.4 |
| 79 | CCOCCCn1c(SCc2ccc(C(F)(F)F)cc2C(F)(F)F)nc2cc(S(=O)(=O)N3CCCC(C)C3)ccc21 (stereo not given) | 10.9 | -5.9 | -10.1 |
| 80 | O=C(c1ccccc1)N1CCCc2ccc(NS(=O)(=O)c3ccc(F)cc3F)cc21 | -4.0 | . | -11.8 |
| 81 | O=C(CCC1CCN(C(=O)C(=O)c2ccco2)CC1)NCc1cccc(Cl)c1 | 7.2 | . | -7.3 |
| 82 | COCCNC(=O)c1csc(COc2cccc(Cl)c2)n1 | 0.6 | 0.9 | 0.9 |
| 83 | O=C(CN1CCOC2CCCCC21)NC1CCCc2ccccc21 (stereo not given) | 3.2 | . | -4.3 |
| 84 | NC(=O)c1ccc(-c2ccccc2CO)nc1 | 17.0 | -10.7 | -6.8 |
| 85 | CC(C)c1cccc(C(C)C)c1-n1c(C2C3CCCCC32)n[nH]c1=S (stereo not given) | -4.6 | . | -4.0 |
| 86 | Nc1nc(N)nc(CN2CCCC(C(F)(F)F)C2)n1 (stereo not given) | -0.5 | . | -3.9 |
| 87 | CCOC(=O)CCC(=O)N1CCN(C(C(=O)N(CC)CC)C2CCCC2)CC1 (stereo not given) | 4.4 | -2.2 | 0.4 |
